KCNQ2 inh – KCNQ2 potassium channel inhibitors, primary screen, cell-based, CHO-K1, FluxOR thallium flux, B-score (AID 2156); 20 min; stronger effect = lower value; B-score at 10 µM; actives 1.1% (n = 310,000);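 active = fluorescence ratio B-score at most minus 3 library SDs, with starting brightness B-score within 2 library SDs, cut at about -5.5 in these data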
Target sequence (O88943 whole entry, looked up): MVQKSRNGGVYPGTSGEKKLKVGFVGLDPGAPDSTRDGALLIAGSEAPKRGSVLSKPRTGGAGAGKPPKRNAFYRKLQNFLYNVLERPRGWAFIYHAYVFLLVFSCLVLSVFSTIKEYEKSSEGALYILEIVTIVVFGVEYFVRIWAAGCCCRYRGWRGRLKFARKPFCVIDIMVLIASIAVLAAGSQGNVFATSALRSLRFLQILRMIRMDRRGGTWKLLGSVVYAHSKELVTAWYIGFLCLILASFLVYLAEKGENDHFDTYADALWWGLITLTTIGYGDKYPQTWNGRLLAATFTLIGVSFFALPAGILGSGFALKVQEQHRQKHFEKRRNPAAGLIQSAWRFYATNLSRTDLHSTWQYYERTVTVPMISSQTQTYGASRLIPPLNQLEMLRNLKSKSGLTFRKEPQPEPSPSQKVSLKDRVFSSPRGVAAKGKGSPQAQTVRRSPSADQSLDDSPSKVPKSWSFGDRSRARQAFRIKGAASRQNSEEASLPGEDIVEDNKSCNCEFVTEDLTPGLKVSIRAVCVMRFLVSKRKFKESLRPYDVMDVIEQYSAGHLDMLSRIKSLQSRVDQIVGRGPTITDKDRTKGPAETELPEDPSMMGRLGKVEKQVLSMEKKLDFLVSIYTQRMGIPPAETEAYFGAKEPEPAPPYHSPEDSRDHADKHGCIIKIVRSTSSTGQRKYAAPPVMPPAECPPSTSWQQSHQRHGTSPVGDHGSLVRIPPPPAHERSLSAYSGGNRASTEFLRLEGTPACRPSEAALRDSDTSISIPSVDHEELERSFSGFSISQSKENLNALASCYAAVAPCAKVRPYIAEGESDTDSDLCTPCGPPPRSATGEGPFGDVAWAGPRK
CHT inh – inhibitors of human choline transporter CHT; B-score at 10 µM; CHT-expressing cells, membrane potential dye, choline response; stronger effect = lower value; High affinity choline transporter 1 (Homo sapiens), Q9GZV3; actives 0.86% (n = 310,000); AID 488975, 2010;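 active = B-score over 3 SD under the library average, and starting fluorescence ratio not unusually high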;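 also: choline stimulus applied at its EC90 after an EC20 pre-addition; B-score computed on integrated fluorescence ratio after choline addition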
Kir21 block – inhibitors of mouse Kir2.1 inward-rectifier potassium channel; HEK293-Kir2.1, FluxOR thallium flux fluorescence; stronger effect = lower value; B-score at 10 µM; actives 0.85% (n = 310,000);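 active = fluorescence ratio B-score at or below minus 3 SD of library scores, with starting-brightness B-score within 2 SD, cut at about -4.2 in these data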;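 also: channel flux triggered by added potassium and thallium sulfate stimulus; B-score of peak minus minimum fluorescence over baseline after thallium stimulus; more negative B-score means stronger Kir2.1 block with less thallium influx; some compounds called inactive have numbers as strong as hits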
The depositor's hits bear a star; i = inactive; / = no result given. This is a random part of the collection. About 2.6% of those tested had a hit in this group.

CHT inh,KCNQ2 inh,Kir21 block,smiles
i,i,-0.93,COc1ccc(CCNC(=O)CCCc2nnc3n(C)c(=O)c4sccc4n23)cc1OC
i,i,0.2,O=C(NCCC1=CCCCC1)c1ccc(Cl)c(S(=O)(=O)N2CCCCC2)c1
/,i,-0.57,Cc1c(C#N)c(O)n(C)c(=O)c1N=Nc1ccc(S(N)(=O)=O)cc1
i,i,0.06,COc1c(C)cc(Br)cc1C(=O)O
i,i,1.22,Cc1cc(C)c(NC(=O)COc2nncc3ccccc23)c(C)c1
i,i,-1.35,NS(=O)(=O)c1ccc(CCNC(=O)CSc2nc3ccsc3c(=O)n2CC(=O)O)cc1
i,i,0.18,O=C(NCCCN=C1NS(=O)(=O)c2ccccc21)c1ccco1
i,i,-0.46,COc1ccc(C(=O)NCCc2nnc3ccc(SCC(=O)NCc4ccc(F)cc4)nn23)cc1
i,i,-0.71,CCN1C(=S)N[C@@H](CCc2ccccc2)C(C(=O)OC)=C1C
i,i,0.05,CCC1(c2ccccc2)NC(=O)N(CC(=O)NCc2ccc(OC)cc2)C1=O (configuration not stated)
i,i,-0.48,Cc1ccc(C(=O)n2nc(C#N)c(C#N)c2N)cc1
i,i,-0.02,C=CCN(c1nc(C)cc(OC)n1)S(=O)(=O)c1ccc(C)cc1
i,i,0.13,CCOC(=O)C1CCN(S(=O)(=O)C(F)(F)c2nc3ccccc3s2)CC1
i,i,2.36,Cc1ccc(S(=O)(=O)Oc2ccc(/C=N/NC(=O)c3nn(C)cc3Cl)cc2)cc1
i,i,-0.98,Cc1ccc(S(C)(=O)=NC(=O)NC(=O)c2c(F)cccc2Cl)cc1 (configuration not stated)
i,i,-1.44,CCOC(=O)C1Nc2ccc(C(F)(F)F)cc2C2c3ccccc3CC12 (configuration not stated)
i,i,-0.2,c1ccc(Cn2c(SCc3cn4cccnc4n3)nnc2-c2ccco2)cc1
i,i,-0.39,NC(=O)N/N=C/c1c(O)ccc2oc3c(c12)CCCC3
/,i,-1.83,O=c1[nH]c2ccc(N=Cc3c(O)ccc4cc(Br)ccc34)cc2[nH]1
i,i,-2.09,CCOc1ccc(NC(=O)Nc2cccs2)cc1
i,i,0.12,O=C(Nc1cccc(-c2ccccc2)c1)N1CCN(C(=O)Nc2cccc(-c3ccccc3)c2)CC1
i,i,0.33,COc1ccc(C(=O)NCCc2cnc[nH]2)cc1OC
i,i,-0.54,Cc1ccc(C(=O)NCC(=O)N/N=C/c2cccs2)cc1[N+](=O)[O-]
i,i,0.43,O=S(=O)(c1ccc(Oc2ccc(Br)cc2)cc1)N1CCOCC1
i,i,0.42,Cc1ccc(NCc2ccccc2O)cc1
i,i,-0.44,Cc1ccc(CS(=O)(=O)CCC(=O)O)cc1
i,i,0.22,CN(C)CC[n+]1ccc(C(=O)c2ccccc2)cc1
i,i,-0.96,CCCCOC(=O)C1C2C=C[C@]3(CN(CCCOC)C(=O)[C@H]13)O2 (some centres not stated)
i,i,-1.44,CC(C)C(=O)N1CCN(c2cc(N3CCN(C)CC3)c(F)cc2[N+](=O)[O-])CC1
i,i,-0.11,Cn1c(SCC(=O)N2CCCC2)nnc1-c1ccc(S(=O)(=O)N2CCCC2)cc1
i,i,-0.06,CCOC(=O)C1CCN(CC(O)COc2ccc(C(C)(C)C)cc2)CC1 (configuration not stated)
i,i,-0.55,CC(C)c1ccc(NC(=O)CCS(=O)(=O)c2cccc3nonc23)cc1
i,i,1.36,Cc1ccc(-c2cn3cccnc3n2)cc1NC(=O)c1c(-c2ccccc2Cl)noc1C
i,i,-0.07,CCC(=O)N1CCN(c2ccc(NC(=S)NC(=O)c3cccc([N+](=O)[O-])c3)cc2)CC1
i,i,-4.07,Cc1ccc(NC(=S)NCCc2ccc(S(N)(=O)=O)cc2)cc1C
i,i,-0.89,CC1(C)CC(NC(=O)C23CCC(C)(C2Br)C3(C)C)CC(C)(C)N1 (configuration not stated)
i,i,-1.9,CCOc1ccc(-n2c(C)cc(/C=N/N(C)C)c2C)cc1
i,i,1.17,CC1Sc2ccc(S(=O)(=O)CCC(=O)NCc3ccccc3)cc2NC1=O (configuration not stated)
i,i,-0.91,CCOc1ccc(CC2S/C(=N/N=C/c3ccco3)NC2=O)cc1 (configuration not stated)
i,i,0.8,O=C(CCNS(=O)(=O)c1ccc(Cl)cc1)NCc1cccnc1
i,i,1.52,CC1CCCCN1C(=O)CSc1nc(-c2ccccc2)cc(=O)[nH]1 (configuration not stated)
i,i,0.05,CCN(CC)S(=O)(=O)c1ccc(S(=O)(=O)N2CCN(C(=O)c3ccco3)CC2)cc1
i,i,-0.22,CC(C(=O)NN=C(c1ccccc1)c1ccccc1)N1CCOCC1 (configuration not stated)
i,i,0.62,O=C(CN1C(=O)CCC1=O)Nc1ccc(Cc2ccc(NC(=O)CN3C(=O)CCC3=O)cc2)cc1
i,i,0.51,Cc1nc2ccccc2c(=O)n1NC(=O)c1cncc(Br)c1
i,i,0.02,Oc1ccc(-c2nccc(-c3ccc(Br)cc3)n2)cc1
i,i,-1.1,O=C(O)c1cnc(-c2ccccc2)nc1C(F)(F)F
i,i,-0.51,COc1ccc(CCN(C)C(=O)CCCN2C(=O)c3cccc4cccc(c34)C2=O)cc1OC
i,i,-1.62,CC(C)Oc1ccc(/C=C/C(=O)NCC2COc3ccccc3O2)cc1 (configuration not stated)
i,i,-0.66,Cc1ccc(C(=O)NCc2ccccn2)o1
i,i,0.02,CCCc1cc(=O)oc2cc(OCC(=O)NCCCN3CCOCC3)ccc12
i,i,0.28,CCOC(=O)N1CCN(C(=O)CCSc2ccc(C)cc2)CC1
i,i,-0.02,O=C(COC(=O)c1ccccc1Br)Nc1ccccc1F
i,i,2.35,CCN(CC)CCCN1C(=O)C(O)=C(C(=O)c2ccco2)C1c1ccc(OC(C)C)cc1 (configuration not stated)
i,i,-7.99*,Cc1ccc(S(=O)(=O)NC(C)c2ccccc2)cc1[N+](=O)[O-] (configuration not stated)
i,i,0.4,N#C/C(=C(/O)CCl)c1nc2ccccc2[nH]1
i,i,-2.1,O=C(Cc1ccc2c(c1)OCCO2)N1CCN(S(=O)(=O)c2cccs2)CC1
i,i,-0.23,NC(=O)CSc1nnc(NC(=O)c2ccc(S(=O)(=O)N3CCCCC3)cc2)s1
i,i,-1.4,CC1CCCC(C)N1CC(O)Cn1c2ccccc2c2ccccc21 (configuration not stated)
i,i,0.24,COc1ccc(S(=O)(=O)N2CCOC2CNC(=O)C(=O)NCCN2CCOCC2)cc1C (configuration not stated)

The listing continues.
CHT inh,KCNQ2 inh,Kir21 block,smiles
i,i,-1.25,O=C(NNC(=O)c1csc(-c2cnccc2C(F)(F)F)n1)c1ccc(C(F)(F)F)cc1
i,i,-0.43,CCOC(=O)C1(c2nc(N)cs2)COC(=O)C1 (configuration not stated)
i,i,1.43,CCCCOc1ccc(NC(=O)C(=O)NCCCn2ccnc2)cc1
i,i,0.75,COC(=O)c1ccc(NC(=O)CN2CCN(c3cccc(Cl)c3)CC2)cc1
i,i,2.15,O=C(COc1ccc(Cl)cc1Cl)N1CCCC1
i,i,0.06,Cc1c(N)ccc(-n2nc3ccccc3n2)c1C
i,i,2.07,O=C(NCCF)[C@H]1C[C@@H]1[C@H](NP(=O)(c1ccccc1)c1ccccc1)c1ccccc1
i,i,-0.06,Cc1ccc(N2C(=O)CS(=O)(=O)CC2=O)cc1
i,i,2.07,CCCOC(=O)c1ccc(Cl)c(NC(=O)c2cccnc2)c1
i,i,0.28,COC(=O)c1ccc(CN(C(=O)N2CCN(C)CC2)S(=O)(=O)c2ccc(C)cc2)cc1
i,i,2,CSc1n[nH]c(/N=C/c2oc(O)c3ccccc23)n1
i,i,-1.3,O=C(Nc1ccc(Cc2ccc(NC(=O)C3CC3)cc2)cc1)C1CC1
i,i,-1.61,CC(=O)Nc1cc(S(=O)(=O)Nc2cccc(C)c2)c(C)cc1C
i,i,1.06,CSc1nnc(Cc2cc(=O)[nH]c(=O)[nH]2)n1-c1cc(C)ccc1C
i,i,-0.1,CC(C)COc1cccc(C(=O)NC(=S)Nc2cccc(NC(=O)c3ccccc3Cl)c2)c1
i,i,-1.22,CCc1nn(C(C)C(=O)NCCc2ccc(OC)c(OC)c2)c(=O)c2cc3occc3n12 (configuration not stated)
i,i,1.57,CCCCn1c(C)cc(/C=C(\C#N)C(=O)O)c1C
i,i,0.08,COc1cc(N=Nc2cccc(S(N)(=O)=O)c2)c2ccccc2c1N
-8.3*,i,1.46,Cc1cc(C)nc(N2CCC(C(=O)NCc3cccs3)CC2)n1
i,i,0.4,O=C(c1cc(S(=O)(=O)N2CCOCC2)c(Cl)cc1Cl)N1CCCCC1
i,i,0.84,CC1Cc2cc(S(=O)(=O)N3CCN(c4ccccc4F)CC3)ccc2N1C(=O)C1CC1 (configuration not stated)
i,i,-0.59,O=S(=O)(c1cc(Cl)cc(Cl)c1O)N1CCC2(CC1)OCCO2
i,i,-1.03,Cc1nc(SCC(=O)Nc2cccnc2Cl)nc(C)c1C
i,i,-0.39,Clc1ccc(-c2nnnn2-c2ccc(Cl)cc2)cc1
i,i,-0.16,Cc1cc(C)n(C(C)CNC(=O)c2ccc3c(c2)OCO3)n1 (configuration not stated)
i,i,0.88,CC1Cc2ccccc2N1C(=O)CSc1nc2c(c(=O)n(C)c(=O)n2C)n1Cc1ccccc1 (configuration not stated)
i,i,1.58,Cc1cccc(N2CCN(S(=O)(=O)c3ccc4c(c3)C(C)(C)C(=O)N4C)CC2)c1C
i,i,-0.1,c1ccc2c(Cn3nnc4ccccc43)cccc2c1
i,i,-1.36,O=C(O)c1ccc2c(=O)n(-c3ccc(F)cc3)c(=S)[nH]c2c1
i,i,0.72,CCCc1nnc(NC(=O)c2ccc([N+](=O)[O-])cc2)s1
i,i,-0.08,Cc1cc(C)nc(NC(=O)c2ccccc2O)n1
i,i,-1.51,Cc1ccc(S(=O)(=O)N(C)C)cc1NC(=O)CSc1nncs1
i,i,0.14,Nc1nc(Nc2cccc(Cl)c2)nc(NCc2ccco2)c1[N+](=O)[O-]
i,i,-0.27,CC(NC(=O)/C=C/c1ccco1)c1nc2ccccc2n1Cc1c(Cl)cccc1Cl (configuration not stated)
i,i,0.01,COc1ccccc1CN1CCNC(=O)C1CC(=O)N(C)Cc1nc(C)cs1 (configuration not stated)
i,i,-0.65,CCOC(=O)CNC(=O)CSc1nnc(-c2ccccc2)n1Cc1ccco1
i,i,0.13,CCOC(=O)CN(C(=O)c1ccccc1)c1ccccc1C
i,i,-0.26,CCC(Cc1ccccc1)NC(=O)C1CCN(S(=O)(=O)c2c(C)noc2C)CC1 (configuration not stated)
i,i,-0.06,Fc1ccc(CNc2nc3ccccc3n3nnnc23)cc1
i,i,-2.02,O=C(N/C(=C\c1cccnc1)C(=O)N1CCCCC1)c1cccc(Br)c1
i,i,-0.69,CCOC(=O)C1CCCN(C(=O)c2cn(CC(C)C)c(=O)c3cc(OC)c(OC)cc23)C1 (configuration not stated)
i,i,0.42,NC(CSC12CC3CC(CC(C3)C1)C2)C(=O)O (configuration not stated)
i,i,-0.38,COc1ccc(Br)cc1/C=N/NC(=O)CN1CCCCC1
i,i,0.56,Cc1cccc(OCC(=O)Nc2ccc(C(=O)O)cc2NC(=O)COc2cccc(C)c2)c1
i,i,0.51,CCN1c2ccccc2-c2nc3ccccc3n2C1c1ccncc1 (configuration not stated)

Seven successive entries already listed, quoted:
CHT inh,KCNQ2 inh,Kir21 block,smiles
i,i,-0.51,COc1ccc(CCN(C)C(=O)CCCN2C(=O)c3cccc4cccc(c34)C2=O)cc1OC
i,i,-1.62,CC(C)Oc1ccc(/C=C/C(=O)NCC2COc3ccccc3O2)cc1 (configuration not stated)
i,i,-0.66,Cc1ccc(C(=O)NCc2ccccn2)o1
i,i,0.02,CCCc1cc(=O)oc2cc(OCC(=O)NCCCN3CCOCC3)ccc12
i,i,0.28,CCOC(=O)N1CCN(C(=O)CCSc2ccc(C)cc2)CC1
i,i,-0.02,O=C(COC(=O)c1ccccc1Br)Nc1ccccc1F
i,i,2.35,CCN(CC)CCCN1C(=O)C(O)=C(C(=O)c2ccco2)C1c1ccc(OC(C)C)cc1 (configuration not stated)

Carrying on:
CHT inh,KCNQ2 inh,Kir21 block,smiles
i,i,2.07,CCn1cc(C2=NC(C)CO2)c2ccccc21 (configuration not stated)
i,i,-1.4,O=C(c1cn(-c2ccccc2)nc1-c1ccncc1)n1nnc2ccccc21
i,i,-2.71,c1ccc2c(c1)oc1c(NCCCn3ccnc3)ncnc12
i,i,-0.17,COc1ccc(CCNC(=O)CCN2C(=O)[C@@H]3Cc4ccccc4CN3C2=O)cc1
i,i,0.09,O=[N+]([O-])c1ccc(S(=O)(=O)Nc2cccc(-c3ccc(N4CCCC4)nn3)c2)cc1

Quoted at random: five records from the list, in no set order.
CHT inh,KCNQ2 inh,Kir21 block,smiles
i,i,-1.4,O=C(c1cn(-c2ccccc2)nc1-c1ccncc1)n1nnc2ccccc21
i,i,0.09,O=[N+]([O-])c1ccc(S(=O)(=O)Nc2cccc(-c3ccc(N4CCCC4)nn3)c2)cc1
i,i,-2.71,c1ccc2c(c1)oc1c(NCCCn3ccnc3)ncnc12
i,i,-0.17,COc1ccc(CCNC(=O)CCN2C(=O)[C@@H]3Cc4ccccc4CN3C2=O)cc1
i,i,2.07,CCn1cc(C2=NC(C)CO2)c2ccccc21 (configuration not stated)
